Source: PubChem
mut p53 react: mutant p53 pathway re-activators, primary screen, cell-based, SW480, luciferase, single point, HTS; SW480 PUMA-promoter luciferase, p53 mutant reactivation; activation, % at 9.98 µM; 1.5% of 28,000 active; AID 624151, 2012; in the data active means activation above about 52%
STK33 kin inh: STK33 kinase inhibitors, primary screen, biochemical, luminescence, ADP-Glo, MBP substrate; inhibition, % at 12.5 µM; 0.44% of 27,000 active; in the data active means inhibition above about 20%
Target sequence (Q9BYT3 whole entry, looked up): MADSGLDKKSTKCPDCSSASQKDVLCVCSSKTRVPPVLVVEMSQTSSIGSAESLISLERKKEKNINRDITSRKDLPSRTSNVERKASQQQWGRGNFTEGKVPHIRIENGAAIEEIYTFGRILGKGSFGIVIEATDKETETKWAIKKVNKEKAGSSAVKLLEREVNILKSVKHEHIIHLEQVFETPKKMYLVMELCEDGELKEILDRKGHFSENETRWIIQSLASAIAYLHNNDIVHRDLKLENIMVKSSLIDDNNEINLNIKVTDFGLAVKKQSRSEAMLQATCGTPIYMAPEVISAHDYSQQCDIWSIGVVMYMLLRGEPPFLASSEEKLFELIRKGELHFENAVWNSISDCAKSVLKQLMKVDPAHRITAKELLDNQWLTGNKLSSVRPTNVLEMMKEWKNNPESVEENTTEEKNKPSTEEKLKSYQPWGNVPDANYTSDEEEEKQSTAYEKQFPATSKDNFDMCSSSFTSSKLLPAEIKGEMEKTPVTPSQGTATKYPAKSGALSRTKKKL
* hit, by the source's call; · = no result given. The list is partial, so the mix of outcomes need not match the whole.

molecule,STK33 kin inh,mut p53 react
CCOCCCNc1nc2c([nH]1)c(=O)n(C)c(=O)n2C,-3.4,-5.6
COc1ccc(S(=O)(=O)Nc2ccc3c(c2)CC(=O)N([C@H](C)CO)C[C@@H](C)[C@H](CN(C)CC2CCCCC2)O3)cc1,-0.2,·
CC1OC(OC(=O)C2=CC3(O)CC(C)(C)CC34C(C)CCC24)C(O)C(O)C1O (configuration not stated),1.8,-2.0
CNC[C@@H]1Oc2ncc(C3=CCCCC3)cc2C(=O)N([C@H](C)CO)C[C@@H]1C,·,-1.4
Cc1ccccc1-c1ccc2c(c1)O[C@H](CN(C)C(=O)c1ccccn1)[C@@H](C)CN([C@H](C)CO)S2(=O)=O,·,-8.0
Cc1noc(C)c1S(=O)(=O)Nc1ccc2c(c1)C(=O)N([C@@H](C)CO)C[C@@H](C)[C@H](CN(C)C)OCCCC[C@H](C)O2,·,-1.2
COc1ccc([Si](C)(C)[C@@H]2[C@@H](CCO)O[C@]3(C(=O)N(Cc4ccccc4)c4ccc(NC(C)=O)cc43)[C@H]2C)cc1,8.4,·
C[C@H]1CN([C@@H](C)CO)C(=O)Cc2cc(NS(=O)(=O)c3ccc(Cl)cc3)ccc2O[C@@H]1CN(C)CC1CCCCC1,0.8,-0.7
C[C@@H]1CN([C@@H](C)CO)C(=O)Cc2cc(NC(=O)NC3CCCCC3)ccc2O[C@@H]1CN(C)C(=O)Nc1ccc(F)cc1,1.9,11.7
COc1cc(Cl)cc(C(=O)O)c1OCC(=O)O,-0.8,2.6
CCN(CC(=O)O)S(=O)(=O)c1ccc(Cl)cc1,2.8,9.3
Cc1cccc(OCC(=O)NC(=S)Nc2ccc(C)cc2O)c1,6.4,-1.0
C[C@@H]1CN([C@@H](C)CO)C(=O)c2cccc(NS(C)(=O)=O)c2O[C@H]1CN(C)C(=O)Nc1cccc2ccccc12,·,2.1
COC(=O)c1c(O)cc(C)cc1Oc1c(O)cc(OC)cc1CO,-8.0,-7.6
COc1cc(S(=O)(=O)NCc2ccccn2)ccc1Br,1.1,-5.7
COCC(=O)N(C)C[C@@H]1Oc2cc(-c3cncnc3)ccc2S(=O)(=O)N([C@@H](C)CO)C[C@H]1C,·,-5.6
C[C@H](CO)N1C[C@H](C)[C@@H](CN(C)Cc2ccc(C(F)(F)F)cc2)Oc2c(NS(=O)(=O)c3cccs3)cccc2C1=O,·,9.6
COc1ccc(S(=O)(=O)N(C)C[C@H]2Oc3ccc(NC(=O)c4ccncc4)cc3CC(=O)N([C@@H](C)CO)C[C@H]2C)cc1,2.1,1.6
COc1ccccc1-c1cnc2c(c1)C(=O)N([C@H](C)CO)C[C@@H](C)[C@@H](CN(C)Cc1cccnc1)O2,·,-2.4
CNC[C@H]1OCCCC[C@H](C)Oc2ccc(NS(=O)(=O)c3c(C)noc3C)cc2C(=O)N([C@@H](C)CO)C[C@@H]1C,·,2.7
Cn1c(Cc2cccc3ccccc23)nnc1SCc1ccccc1C#N,-2.6,-1.2
CC(C)NC(=O)Nc1ccc2c(c1)CC(=O)N([C@@H](C)CO)C[C@H](C)[C@@H](CN(C)C(=O)Nc1ccc(C(F)(F)F)cc1)O2,0.4,·
Cc1ccc(OC(=O)N(C)C[C@H]2OCc3cn(nn3)CCCC(=O)N([C@@H](C)CO)C[C@@H]2C)cc1,-5.2,-12.1
Cc1ccc(S(=O)(=O)Nc2ccc3c(c2)C(=O)N([C@H](C)CO)C[C@H](C)[C@H](CN(C)C(=O)NC(C)C)O3)cc1,0.8,·
COc1ccccc1N1CCN(C(=O)CSc2nc3ncnc(N)c3[nH]2)CC1,-3.3,-18.9
CC(C(=O)Nc1cccc(Br)c1)N(c1ccc(Cl)cc1)S(C)(=O)=O (configuration not stated),-3.2,7.8
C[C@H]1CN([C@@H](C)CO)C(=O)c2cc(NC(=O)Nc3ccc(F)cc3)ccc2O[C@@H]1CN(C)C,·,6.1
C[C@H]1CN([C@@H](C)CO)C(=O)c2cccc(NS(=O)(=O)c3ccccc3)c2O[C@H]1CN(C)C,·,-3.4
N#Cc1ccccc1CSc1nc(N2CCCCC2)nc(N2CCCCC2)n1,-5.4,-9.5
CCCC#Cc1cnc2c(c1)C(=O)N([C@@H](C)CO)C[C@H](C)[C@H](CN(C)Cc1ccccc1F)O2,·,11.5
Cc1noc(C)c1NC(=O)Nc1cccc2c1O[C@H](CN(C)Cc1ccc(Cl)c(Cl)c1)[C@@H](C)CN([C@H](C)CO)C2=O,·,-4.9
COC(=O)c1cccc2oc3cc(CO)cc(O)c3c(=O)c12,-3.6,-0.3
C=Cc1c(S(C)(=O)=O)sc(C(=O)Oc2ccccc2)c1C,-0.3,·
Nc1nc(CN2CCN(C(=O)c3ccco3)CC2)nc(N2CCCc3ccccc32)n1,-4.5,0.8
Cc1ccc(S(=O)(=O)Nc2cccc(C(=O)NC(C)(C)CO)c2)cc1,-1.4,0.1
COc1ccc(-c2ccc(CCC(=O)O)n2-c2ccc(N(C)C)cc2)cc1,-7.2,12.1
Nc1nc(N)nc(-c2cc(Cl)ccc2Cl)n1,·,0.7
C[C@H]1CN([C@@H](C)CO)C(=O)Cc2cc(NC(=O)CCCN(C)C)ccc2O[C@H]1CN(C)Cc1ccc(-c2ccccc2)cc1,2.9,·
Cc1c(Br)sc2sc(-c3nn(C)cc3Br)c(C)c12,0.5,·
CCOC(=O)C12CC1/C(=N/O)c1ccccc1O2 (configuration not stated),·,8.5
COc1ccc(C)cc1NC(=S)NC12CN3CN(CN(C3)C1)C2,·,2.6
Cc1ccc(S(=O)(=O)N(C)C[C@H]2Oc3ccc(NC(=O)Nc4cccc5ccccc45)cc3CC(=O)N([C@@H](C)CO)C[C@H]2C)cc1,-1.3,·
CC(C)NC(=O)Nc1ccc2c(c1)C(=O)N([C@H](C)CO)C[C@H](C)[C@H](CN(C)C(=O)Nc1ccc3c(c1)OCO3)OCCCC[C@@H](C)O2,-1.2,·
Cc1cc(C)c(NC(=O)C(CCS(C)(=O)=O)N2C(=O)c3ccc(Br)cc3C2=O)c(C)c1 (configuration not stated),-3.8,-5.6
CSc1ncc(Cl)c(C(=O)Nc2sc3c(c2C(=O)NCC2CCCO2)CCC3)n1 (configuration not stated),-4.8,-1.0
COc1ccc(C#Cc2ccc3c(c2)[C@]2(C(=O)N3)[C@H](c3ccc(O)cc3)N3[C@H](c4ccccc4)[C@H](c4ccccc4)OC(=O)[C@H]3[C@@H]2C(=O)N2CCN(c3ncccn3)CC2)cc1,2.7,·
Cc1noc(C)c1S(=O)(=O)Nc1cccc2c1O[C@H](CN(C)C(=O)Nc1ccccc1)[C@H](C)CN([C@H](C)CO)C2=O,·,3.7
Cc1noc(C)c1S(=O)(=O)N(C)C[C@@H]1OCCCC[C@H](C)Oc2ccc(NS(C)(=O)=O)cc2C(=O)N([C@H](C)CO)C[C@@H]1C,·,-11.4
C=C1C(=O)O[C@@H]2[C@H]3C(=C)[C@@H](O[C@@H]4O[C@H](CO)[C@@H](OC(=O)/C=C/c5ccc(O)c(O)c5)[C@H](O)[C@H]4O)C[C@H]3C(=C)C[C@@H](O)[C@@H]12,6.8,·
C[C@H](CO)N1C[C@H](C)[C@H](CN(C)C(=O)Nc2ccc(F)cc2)Oc2ccc(N(C)C)cc2C1=O,-0.7,1.6
CCOC(=O)c1c(NC(=O)CSc2nc(C)nc3sc4c(c23)CCC4)sc(C)c1C,-0.6,1.5
O=C(C[C@@H]1C[C@@H]2c3cc(NC(=O)C4CCOCC4)ccc3O[C@@H]2[C@@H](CO)O1)NCCN1CCCCC1,·,12.9
O=C(Nc1sc2c(c1C(=O)NCc1cccnc1)CCCC2)c1cccs1,-2.4,5.4
CN(C)CCCN1C(=O)[C@@]2(Cc3ccccc31)c1ccccc1C(=O)N(Cc1ccccc1C(F)(F)F)[C@H]2c1ccc(CO)cc1,1.6,·
Cc1cc(CSc2cc(C)c(Cl)cc2C)no1,·,-1.4
O=S(=O)(NC1c2cccc3cccc(c23)C1Sc1nnnn1-c1ccccc1)c1ccccc1 (configuration not stated),-3.0,-10.7
Cc1ccc(S(=O)(=O)C2(C(=O)N(C)C3CCCCC3)CC2)cc1,·,-1.2
C/C(=C\CC[C@H](CO)[C@@H]1CC[C@]2(C)C3=C(CC[C@@]12C)[C@@]1(C)CCC(=O)C(C)(C)C1CC3)C(=O)O (some centres not stated),-9.8,6.1
C[C@@H]1CCCCO[C@H](CN(C)C(=O)CCC(F)(F)F)[C@H](C)CN([C@@H](C)CO)C(=O)c2cc(NS(=O)(=O)c3ccccc3)ccc2O1,·,-8.6
C[C@H](CO)N1C[C@H](C)[C@H](CN(C)S(C)(=O)=O)Oc2ccc(NS(C)(=O)=O)cc2CC1=O,-0.8,·

A different layout for part of the listing above.
COc1cc(Cl)cc(C(=O)O)c1OCC(=O)O
  STK33 kin inh: -0.8
  mut p53 react: 2.6

CCN(CC(=O)O)S(=O)(=O)c1ccc(Cl)cc1
  STK33 kin inh: 2.8
  mut p53 react: 9.3

Cc1cccc(OCC(=O)NC(=S)Nc2ccc(C)cc2O)c1
  STK33 kin inh: 6.4
  mut p53 react: -1.0

(further entries)
molecule,STK33 kin inh,mut p53 react
Cc1cccc(C)c1N(CC(=O)N1CCN(C)CC1)S(C)(=O)=O,2.5,-5.2
C[C@H]1CN([C@@H](C)CO)C(=O)c2cc(C#CCc3ccccc3)cnc2O[C@@H]1CN(C)Cc1cccc(F)c1,·,4.2
CCn1c(CNC(=O)c2ccc(OC)c(OC)c2)n[nH]c1=S,0.1,9.3
CCOc1ccc(NC(=O)Cn2cncc2-c2ccc([N+](=O)[O-])cc2)cc1,3.4,-8.2
C[C@@H]1CN([C@H](C)CO)C(=O)c2cc(NS(=O)(=O)c3cccs3)ccc2O[C@H]1CN(C)S(=O)(=O)c1ccc(Cl)cc1,-1.7,·
OCCN(CCO)Cc1ccc(Br)cc1,0.9,-6.2
C/C=C/c1ccc2c(c1)O[C@H](CN(C)C(=O)Nc1cc(F)ccc1F)[C@H](C)CN([C@@H](C)CO)S2(=O)=O,·,-13.2
Cc1cccc(OCC(O)Cn2cnc3cc(C)c(C)cc32)c1 (configuration not stated),-2.5,-1.1
COc1ccc(-c2nc3ccccc3s2)cc1NC(=O)COc1cc(C)ccc1C(C)C,0.4,6.5
C[C@H](CO)N1C[C@H](C)[C@H](CN(C)C(=O)Nc2ccc(F)cc2)Oc2ccc(NS(=O)(=O)c3ccccc3)cc2C1=O,-0.5,·
COc1ccc(NC(=O)Nc2cccc3c2O[C@@H](CN(C)C(=O)Nc2ccccc2)[C@@H](C)CN([C@H](C)CO)C3=O)cc1,·,0.8
C=Cc1ccc(O[C@@H]2O[C@H](CO)[C@@H](O)[C@H](O)[C@H]2O[C@@H]2O[C@@H](C)[C@H](O)[C@@H](O)[C@H]2O)cc1,1.4,7.1

Entries from the list above containing a cyano group (2):
molecule,STK33 kin inh,mut p53 react
Cn1c(Cc2cccc3ccccc23)nnc1SCc1ccccc1C#N,-2.6,-1.2
N#Cc1ccccc1CSc1nc(N2CCCCC2)nc(N2CCCCC2)n1,-5.4,-9.5

(next part)
molecule,STK33 kin inh,mut p53 react
C[C@@H]1CCCCO[C@H](CN(C)Cc2ccncc2)[C@H](C)CN([C@@H](C)CO)C(=O)c2cc(NC(=O)c3ccncc3)ccc2O1,·,1.7
C[S+](O)c1ccc(CSc2nc(-c3ccc(F)cc3)c(-c3ccncc3)[nH]2)cc1 (configuration not stated),-2.0,-19.1
COc1ccc(Cl)cc1NC(=O)C12CCC(C)(c3nc4ccccc4nc31)C2(C)C (configuration not stated),-2.9,-6.4
C[C@@H]1CN([C@@H](C)CO)C(=O)CCCn2nncc2CO[C@@H]1CN(C)S(C)(=O)=O,2.7,·
CC(=O)OCC(=O)[C@@]1(O)CCC2C3CCC4=CC(=O)C=CC4(C)C3[C@@H](O)C[C@@]21C (some centres not stated),-1.0,·
CNC[C@@H]1Oc2ccc(NS(=O)(=O)c3cccs3)cc2C(=O)N([C@H](C)CO)C[C@@H]1C,-0.2,·
C[C@H]1CCCCO[C@@H](CN(C)C(=O)Cc2ccccc2)[C@@H](C)CN([C@@H](C)CO)C(=O)c2cc(NC(=O)c3ccncc3)ccc2O1,·,0.8
CCCCC[C@H](CC(=O)NO)C(=O)N[C@H](C(=O)N1CCC[C@H]1CO)C(C)C,-10.1,·
O=C(O)c1ccc2cc(-c3ccc(O)c(C45CC6CC(CC(C6)C4)C5)c3)ccc2c1,·,-60.7
CCN(CC)c1nc(Cl)nc(N(C)C#N)n1,·,-5.3
C[C@H](NC(=O)C[C@H]1C[C@H]2c3cc(NC(=O)c4cccnc4)ccc3O[C@H]2[C@H](CO)O1)c1ccccc1,·,7.6
CCC(=O)N(C)C[C@H]1Oc2ncc(C#Cc3ccc(OC)cc3)cc2C(=O)N([C@@H](C)CO)C[C@H]1C,·,3.8
O=C(N1CCCCC1)[C@]1(Cc2ccccc2)N=C(c2ccc(OCCCO)cc2)O[C@@H]1c1ccccc1,-1.9,·
CCCN(C)C[C@H]1OCCCC[C@@H](C)Oc2ccc(NC(=O)CCC(F)(F)F)cc2C(=O)N([C@H](C)CO)C[C@@H]1C,-0.7,·
